Screens from PubChem.
BLM inh – blocks DNA unwinding by human BLM helicase; 350,000 tested, 0.2% active; Potency, µM (highest dose often 56.1 µM), for inactives: at the highest dose activity change, negative = inhibition, hits mostly inhibitors; recombinant BLM DNA unwinding, fluorescence dequenching;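 note: plate controls were vehicle for no effect and no enzyme for full effect; nearly all actives have a fitted effect of over 35% in size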
Target sequence (P54132 whole entry, looked up): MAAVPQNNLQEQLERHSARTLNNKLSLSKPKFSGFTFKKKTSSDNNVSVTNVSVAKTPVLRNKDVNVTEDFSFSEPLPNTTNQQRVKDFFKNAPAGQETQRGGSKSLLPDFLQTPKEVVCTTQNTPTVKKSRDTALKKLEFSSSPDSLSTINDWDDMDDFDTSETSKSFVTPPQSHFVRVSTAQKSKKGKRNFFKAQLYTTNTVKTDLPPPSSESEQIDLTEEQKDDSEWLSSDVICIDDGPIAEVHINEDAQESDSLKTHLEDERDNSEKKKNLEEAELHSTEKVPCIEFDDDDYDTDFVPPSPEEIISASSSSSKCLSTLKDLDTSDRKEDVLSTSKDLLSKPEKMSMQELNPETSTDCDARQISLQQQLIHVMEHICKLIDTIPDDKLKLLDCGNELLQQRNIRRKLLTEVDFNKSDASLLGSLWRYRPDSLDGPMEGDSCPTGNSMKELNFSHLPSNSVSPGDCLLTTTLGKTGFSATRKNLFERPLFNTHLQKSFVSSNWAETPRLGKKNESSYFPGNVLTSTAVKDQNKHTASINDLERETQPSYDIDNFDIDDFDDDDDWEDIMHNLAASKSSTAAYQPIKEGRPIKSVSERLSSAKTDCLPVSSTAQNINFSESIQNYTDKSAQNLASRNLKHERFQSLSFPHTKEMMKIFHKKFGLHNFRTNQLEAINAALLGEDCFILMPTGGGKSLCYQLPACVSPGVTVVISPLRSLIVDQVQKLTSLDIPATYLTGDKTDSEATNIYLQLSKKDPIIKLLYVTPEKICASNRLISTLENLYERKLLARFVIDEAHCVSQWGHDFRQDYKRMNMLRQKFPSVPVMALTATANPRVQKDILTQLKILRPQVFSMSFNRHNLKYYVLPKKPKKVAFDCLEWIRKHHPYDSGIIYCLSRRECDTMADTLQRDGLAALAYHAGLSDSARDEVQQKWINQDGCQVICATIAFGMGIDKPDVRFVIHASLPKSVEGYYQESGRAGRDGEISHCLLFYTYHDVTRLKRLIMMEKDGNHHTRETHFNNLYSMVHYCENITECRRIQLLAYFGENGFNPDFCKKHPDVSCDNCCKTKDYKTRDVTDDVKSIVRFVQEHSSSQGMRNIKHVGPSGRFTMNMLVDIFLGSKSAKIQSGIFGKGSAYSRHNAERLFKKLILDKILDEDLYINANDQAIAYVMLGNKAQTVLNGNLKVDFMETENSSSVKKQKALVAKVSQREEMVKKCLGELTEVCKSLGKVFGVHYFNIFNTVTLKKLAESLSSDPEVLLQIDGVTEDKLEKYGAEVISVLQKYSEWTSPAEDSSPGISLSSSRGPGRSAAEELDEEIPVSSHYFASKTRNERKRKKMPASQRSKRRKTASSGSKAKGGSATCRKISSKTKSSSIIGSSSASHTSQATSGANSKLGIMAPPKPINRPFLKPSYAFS
POLB inh – blocks human DNA polymerase beta activity; P06746; Potency, µM (doses to about 114 µM), without a hit: top-dose activity change, negative = inhibition, most hits filed as inhibitors; 340,000 tested, 1.3% active; AID 485314; Pol beta primer extension/strand displacement, fluorescence kinetic; note: % is set by controls: 0 for no effect and ±100 for the full control effect
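Reaction started by 50 nM substrate onto compound-treated Pol beta (10 nM, 15 min preincubation, room temperature); plates read at 0 min and 10 min. Normalized concentration-effect data fitted by four-parameter Hill equation.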
JMJD2A Tudor – JMJD2A Tudor domain (human) inhibition; O75164; AlphaScreen JMJD2A-Tudor / H3K4me3 peptide binding; Potency, µM (doses to about 114 µM), for the others: top-dose activity change, negative = inhibition, actives largely listed as inhibitors; 390,000 tested, 4.4% active; note: % is set by controls: 0 for no effect and ±100 for the full control effect; nearly all actives have a fitted effect of over 50% in size
BAZ2B inh – BAZ2B (human) inhibition | Q9UIF8 | AlphaScreen BAZ2B-H3K14Ac peptide displacement | Potency, µM (titrated, usually from 114 µM), for the others: at the top dose activity change, negative = inhibition, usual class: inhibitors | 360,000 tested, 4.4% active | AID 504333; note: % is set by controls: 0 for no effect and ±100 for the full control effect; nearly all actives have a fitted effect of over 60% in size
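AlphaScreen displacement of biotin-H3(5-23)K14Ac peptide (50 nM final) from BAZ2B (50 nM final) in PBS pH 7.4, 0.01% Tween-20; complex preformed 30 min RT, then compounds (top 110 uM) 30 min RT, beads 20 min dark.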
G9a inh – G9a (human) methyltransferase inhibition; 350,000 tested, 8.8% active; AID 504332; Potency, µM (series often up to 102 µM), for the others: top-dose activity, negative = inhibition, hits mostly inhibitors; G9a H3K9 monomethylation, AlphaScreen, 2 h; note: % is set by controls: 0 for no effect and ±100 for the full control effect; nearly all actives have a fitted effect of over 75% in size
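Methyltransferase reactions run at room temperature for 2 h (20 nM enzyme, 500 nM biotin-H3K9 peptide, 20 uM SAM) after a 15 min compound preincubation; product detected by AlphaScreen beads and anti-H3K9me1 antibody.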
Pol eta inh – inhibitors of human DNA polymerase eta; Q9Y253; recombinant Pol eta, fluorescent DNA replication assay; Potency, µM (doses to about 114 µM), without a hit: at the highest dose activity change, negative = inhibition, actives largely listed as inhibitors; 390,000 tested, 1.2% active; AID 588591; note: % is set by controls: 0 for no effect and ±100 for the full control effect
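Pol eta (10 nM) was preincubated with compounds for 15 min at room temperature, after which fluorescent replication substrate (50 nM final) was added to start the reaction. Fluorescence was read kinetically at 0 and 10 min.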
APE1 inh – inhibitors of human APE1 endonuclease | P27695 | recombinant APE1, TAMRA/BHQ-2 abasic DNA cleavage fluorescence | Potency, µM (titrated, usually from 65.8 µM), without a hit: at the top dose activity change, negative = inhibition, usual class: inhibitors | 350,000 tested, 0.35% active;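 note: plate controls were vehicle for no effect and reference inhibitor for full effect; nearly all actives have a fitted effect of over 55% in size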
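0.75 nM APE1 + cpd, 15 min RT; start w/ 50 nM TAMRA/BHQ-2 THF-abasic dsDNA; kinetic fluor 525/598 nm ×3 reads @60 s; Δ(read3−read1); normalized to DMSO and NSC13755 control wells.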
POLI inh – blocks human DNA polymerase iota activity; Q9UNA4; Pol iota fluorescent replication assay, 10 min; Potency, µM (top dose mostly 115 µM), for the others: at the top dose activity, negative = inhibition, hits mostly inhibitors; 390,000 tested, 1% active; AID 588590
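Pol iota at 10 nM preincubated 15 min with compounds at room temperature; reaction started with fluorescent substrate, 50 nM final. Fluorescence read kinetically at 0 and 10 min; buffer-only wells as negative control.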
Pol kappa inh – blocks human DNA polymerase kappa activity; Potency, µM (top dose mostly 107 µM), inactives show top-dose activity, negative = inhibition, actives largely listed as inhibitors; Q9UBT6; 400,000 tested, 0.53% active; purified Pol kappa, fluorescent DNA synthesis assay, 10 min; note: % is set by controls: 0 for no effect and ±100 for the full control effect
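First, compounds were pin-transferred onto 10 nM Pol kappa. After 15 min at room temperature, substrate was added to 50 nM final. Fluorescence was then measured kinetically at 0 and 10 min.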
Numbers without * were called inactive; ? = inconclusive; · = not tested or not shown; [ ] = dose if it differs, or a comment. Calls come from the whole dose curve; as a rule, active = well fitted curve in the direction sought with a large enough effect; inconclusive = small, poorly fitted or top-dose-only effect, or another doubt; inactive = no such curve, though single readings can be large; an effect the other way counts as inactive or inconclusive. Potency is the fitted concentration of half-maximal effect.

Keys: A = BLM inh; B = POLB inh; C = JMJD2A Tudor; D = BAZ2B inh; E = G9a inh; F = Pol eta inh; G = APE1 inh; H = POLI inh; I = Pol kappa inh
COCCCNC(=O)c1ccc2c(c1)ncn2-c1ccccc1OC
  A: -9% | B: -2% | C: 14% | D: 5% | E: ? | F: -17% | G: -3% | H: -11% | I: -3%
O=C(NCc1ccccc1)NC1COc2ccccc2C1 (stereo unspecified)
  A: -4% | B: -15% | C: -8% | D: 12% | E: 1%[59 µM] | F: -9% | G: · | H: -4% | I: -7%[60.1 µM]
Cc1ccc(CNC(=O)CN(c2cccc(C)c2C)S(=O)(=O)c2ccccc2)cc1
  A: -9% | B: 3% | C: -2% | D: 1% | E: -28%[59 µM] | F: -17% | G: · | H: -5% | I: -9%
O=C(NCC1CCCCC1)c1cccc(S(=O)(=O)NCc2cccnc2)c1
  A: -3% | B: 25% | C: -11% | D: 0% | E: 3% | F: -22% | G: -4% | H: 118%[activator] | I: 0%
Oc1c(/C=C/C=C/C=Nc2ccccc2)sc(=S)n1Cc1ccccc1
  A: -14% | B: -58% | C: ? | D: ? | E: 2.2µM* | F: ? | G: -7% | H: 25µM* | I: 79µM*
COc1ccc(/C(C)=N/NC(=O)c2ccncc2)cc1
  A: 1% | B: 30% | C: -3% | D: -2% | E: -9%[59 µM] | F: -13% | G: 16% | H: 34%[activator] | I: 7%
CCn1cc(S(=O)(=O)c2ccc(C)cc2)[nH]c1=O
  A: 1% | B: 48% | C: -15% | D: -38% | E: 17% | F: -2% | G: 8% | H: 18% | I: -1%
COc1ccccc1N1CCN(C(=O)C2CCN(C(=O)c3cccc(Cl)c3)CC2)CC1
  A: -3% | B: 13% | C: 0% | D: 21% | E: 7% | F: -13% | G: 65%[activator] | H: 4% | I: 2%
Cc1cc(C)c(/C=N/n2c(C)cc(C)c(C#N)c2=O)c(C)c1
  A: -5% | B: 29% | C: -5% | D: -6% | E: 23%[59 µM] | F: -17% | G: 8% | H: 1% | I: 3%
O=c1cc(C(F)(F)C(F)F)oc2ccccc12
  A: -1% | B: 10% | C: 2% | D: -7% | E: -19% | F: 5% | G: 8% | H: -3% | I: -6%
O=C(Cc1ccccc1)Nc1ccc(NC(=O)C2CC2)nc1
  A: -1% | B: 1% | C: -3% | D: -21% | E: -7% | F: -13% | G: -11% | H: 11% | I: 7%
CCc1ccc2c(c1)c(=O)c(S(=O)(=O)c1ccccc1)cn2CC(=O)Nc1cc(C)ccc1C
  A: -6% | B: 25% | C: -7% | D: -6% | E: 0%[59 µM] | F: -17% | G: · | H: 54%[activator] | I: 7%
CN(CC(=O)Nc1ccccc1Br)CC(=O)Nc1ccccc1-c1ccccc1
  A: · | B: · | C: -22% | D: 5% | E: 44%[12.7 µM] | F: -19% | G: -8% | H: 28% | I: -14%
Cc1nn(C)c(C)c1S(=O)(=O)N(CC(=O)NCCN1CCOCC1)c1ccc(C(C)C)cc1
  A: 3% | B: 29% | C: -10% | D: 4% | E: 24%[59 µM] | F: -7% | G: 3% | H: 13% | I: 9%
COc1ccc(NC(=O)c2cc(-c3ccc4c(c3)OCO4)on2)cc1OC
  A: -1% | B: -15% | C: -5% | D: 10% | E: 0% | F: 2% | G: 3% | H: 102%[activator] | I: -18%
COc1cc(-c2cc(O)c(-c3ccc4ccccc4n3)c(=O)[nH]2)cc(OC)c1OC
  A: · | B: · | C: -24% | D: · | E: · | F: ? | G: · | H: 67%[activator] | I: -16%
O=C(CCCCn1c(=O)c2ccccc2n(CC(=O)Nc2ccc(F)cc2)c1=O)NCc1ccco1
  A: 1% | B: -23% | C: -12% | D: 4% | E: 9%[59 µM] | F: -4% | G: -2% | H: 4% | I: -22%
COc1cc(C(=O)Nc2cc(C)ccn2)ccc1OCC(=O)N1CCOCC1
  A: -1% | B: 46% | C: -5% | D: -23% | E: · | F: -6% | G: -10% | H: 22% | I: -8%
C[C@@]12C(=O)N(CC3CC3)CC(=O)N1[C@H](C1CC1)[C@@H]1C(=O)N(c3ccccc3)C(=O)[C@@H]12
  A: -2% | B: 5% | C: -1% | D: 0% | E: -17% | F: -16% | G: 20% | H: 9% | I: 0%
O=C(Nc1ccc2c(c1)OCO2)C1Cc2ccccc2CN1S(=O)(=O)c1cccs1 (stereo unspecified)
  A: -24% | B: 16µM* | C: ? | D: ? | E: -37% | F: ? | G: ? | H: 20µM* | I: ?
COc1ccc(Cl)cc1C(=O)OCC(=O)Nc1cccnc1Cl
  A: · | B: · | C: -5% | D: -17% | E: 12%[12.7 µM] | F: -4% | G: 21% | H: -11% | I: -28%
CC(c1nnc(SCC(=O)N2CC(=O)Nc3ccccc32)n1Cc1ccccc1)N(C)C (stereo unspecified)
  A: 0% | B: -18% | C: -12% | D: -6% | E: ? | F: -12% | G: -3% | H: 12% | I: -1%
CCOC(=O)c1cc(C)n(CC2CCC(C(=O)Nc3ccc(OC)cc3)CC2)c1C (stereo unspecified)
  A: -1% | B: 26% | C: -4% | D: -20% | E: -1%[59 µM] | F: -6% | G: · | H: 8% | I: 2%
COc1cccc(N2CC(C(=O)Nc3nnc(SCC(=O)c4ccccc4)s3)CC2=O)c1 (stereo unspecified)
  A: -6% | B: -1% | C: -13% | D: 6% | E: -22% | F: ? | G: -9% | H: 16% | I: -23%
O=C(Cn1cnc2ccccc21)Nc1cc(C(F)(F)F)ccc1N1CCOCC1
  A: -2% | B: -20% | C: -15% | D: -13% | E: 8%[59 µM] | F: -15% | G: 1% | H: -2% | I: 3%

Given tab-delimited: entries from further up.
mol	BLM inh	POLB inh	JMJD2A Tudor	BAZ2B inh	G9a inh	Pol eta inh	APE1 inh	POLI inh	Pol kappa inh
CCOC(=O)c1cc(C)n(CC2CCC(C(=O)Nc3ccc(OC)cc3)CC2)c1C (stereo unspecified)	-1%	26%	-4%	-20%	-1%[59 µM]	-6%	·	8%	2%
COc1ccccc1N1CCN(C(=O)C2CCN(C(=O)c3cccc(Cl)c3)CC2)CC1	-3%	13%	0%	21%	7%	-13%	65%[activator]	4%	2%
CC(c1nnc(SCC(=O)N2CC(=O)Nc3ccccc32)n1Cc1ccccc1)N(C)C (stereo unspecified)	0%	-18%	-12%	-6%	?	-12%	-3%	12%	-1%

More results follow.
Keys: A = BLM inh; B = POLB inh; C = JMJD2A Tudor; D = BAZ2B inh; E = G9a inh; F = Pol eta inh; G = APE1 inh; H = POLI inh; I = Pol kappa inh
Cc1cc(C(F)F)nn1CC(=O)NCc1ccccc1F
  A: 2% | B: 1% | C: -36% | D: 2% | E: -2%[59 µM] | F: 8% | G: 2% | H: 11% | I: -10%
O=C1CC(c2ccccc2)CC(=O)C1=CN1CCCC1 (stereo unspecified)
  A: -8% | B: 1% | C: 1% | D: -10% | E: ? | F: -5% | G: 3% | H: 20% | I: -11%
CNC(=O)/C(C#N)=C\c1ccc(CNS(=O)(=O)c2ccc(Cl)cc2)o1
  A: -3% | B: 25% | C: -17%[11.4 µM] | D: ? | E: ? | F: -3% | G: 4% | H: 74%[activator] | I: -8%
O=Cc1c(NCCN2CCCC2)c2ccccc2[nH]c1=O
  A: 1% | B: -9% | C: ? | D: 6% | E: 10µM* | F: -21% | G: -3% | H: 123%[activator] | I: -6%
CC(=O)C(C(C)=O)C(NC(=O)c1cccnc1)(C(F)(F)F)C(F)(F)F
  A: 2% | B: 3% | C: 3.5µM* | D: -24% | E: -16%[59 µM] | F: -8% | G: 3% | H: -2% | I: -9%
O=C1C=C(/C=C/c2ccccc2)C[C@@H](c2ccc3c(c2)OCO3)C1
  A: · | B: · | C: ? | D: ? | E: 13%[2.33 µM] | F: -14% | G: -8% | H: 2% | I: -10%
CCC(CC)C(=O)Nc1cccc(-c2nc3ncccn3c2C)c1
  A: -2% | B: -21% | C: -21% | D: 6% | E: -3%[59 µM] | F: -15% | G: · | H: 2% | I: 1%[60.1 µM]
Cc1ccc(CSCC(=O)N/N=C/c2cccc(OC3CSC3)c2)cc1
  A: 5% | B: 0% | C: -11% | D: 6% | E: -6%[59 µM] | F: -3% | G: 1% | H: 7% | I: -11%
O=C(COC(=O)c1cccc(S(=O)(=O)N2CCCC2)c1)Nc1ccccc1C(F)(F)F
  A: · | B: · | C: -8% | D: -7% | E: -1% | F: -6% | G: -19% | H: 18% | I: -7%
O=C(CN1CCCCC1)Nc1cc(S(=O)(=O)N2CCOCC2)ccc1N1CCCC1
  A: · | B: · | C: -19% | D: 7% | E: 14%[59 µM] | F: -1% | G: 6% | H: -3% | I: -1%
CN1CCN(C(=O)C2CCCN(S(=O)(=O)c3ccc(Br)cc3)C2)CC1 (stereo unspecified)
  A: -5% | B: 12% | C: -5% | D: -2% | E: ? | F: -5% | G: 18% | H: 15% | I: -1%
Cc1ccc(C(=O)COC(=O)c2cc(Cl)nc3ccccc23)cc1
  A: -1% | B: -25% | C: 6% | D: 2% | E: 2%[59 µM] | F: 2% | G: -9% | H: 28% | I: -19%
O=C(O)c1ccc(CNC(=O)c2ccc(S(=O)(=O)N3CCCCC3)cc2)cc1
  A: · | B: · | C: -10% | D: 0% | E: 23%[12.7 µM] | F: -21% | G: 29% | H: 15% | I: -3%
CC(=O)Nc1ccc(NC(=O)C(C)OC(=O)/C=C/c2ccc3c(c2)OCO3)cc1 (stereo unspecified)
  A: · | B: · | C: -10% | D: 10% | E: -1% | F: -20% | G: 14% | H: 34%[activator] | I: -1%
CCc1cc(=O)oc2c(CN3CCN(C)CC3)c(O)ccc12
  A: -5% | B: 1% | C: 1% | D: 27% | E: -1%[2.33 µM] | F: -13% | G: 54%[activator] | H: 119%[activator] | I: 1%
CC(C(=O)c1c[nH]c(C(N)=O)c1)c1ncc(C(F)(F)F)cc1Cl (stereo unspecified)
  A: -3% | B: 0% | C: 0%[11.4 µM] | D: -10% | E: -4% | F: -17% | G: 0% | H: 31%[activator] | I: -10%
O=C(N[C@H]1C/C=C\C(c2cccc(F)c2)N(Cc2ccccc2)C(=O)C1)OCC1c2ccccc2-c2ccccc21 (stereo partly specified)
  A: · | B: · | C: -17% | D: · | E: · | F: -2% | G: -1% | H: 5% | I: 5%
CCn1nc(C)c(CN2CCC(n3nccc3NC(=O)c3ccccc3OC)CC2)c1C
  A: -1% | B: 82% | C: -11% | D: -2% | E: -3% | F: -17% | G: 1% | H: 20% | I: -13%

An excerpt. The share of hits here may be higher or lower than overall.
